HSF1 inh = HSF1 inhibition; NIH3T3-HGL HSE-luciferase, MG132-induced, luminescence 8 h; active compounds read low; activity change, negative = inhibition, % at 7.5 µM (by protocol); hit rate 0.77% among 300,000;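 active = more than half of replicate wells show activity change below -50%, luminescence cut by over half; inconclusive = some wells, but at most half, below -50%; inactive = no replicate well below -50%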;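 note: luciferase reports HSF-1 transcriptional activity via heat shock element; 0% = median of DMSO wells and -100% = zero luminescence signal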
HSF1 activator = increases HSF-1 driven luciferase reporter signal | NIH3T3-HGL HSF-1 luciferase reporter, MG132, 8 h; 100% = twice DMSO control signal | hit rate 1.7% among 300,000 | AID 504408 | activation, % at 9 µM;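 active = mean replicate activation of at least 50% with a set share of replicates each reaching 50%; inconclusive = only one of those two conditions met; inactive = mean below 50% and too few replicates reaching it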;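 note: 0% = median of the neutral control wells and 100% = twice that signal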
GSK3beta inhib = blocks human GSK3beta kinase activity | P49841 | GST-GSK3beta kinase, ADP-Glo luminescence, 60 min; active compounds read low | activity score (negative = inhibition), % at 10 µM | hit rate 0.038% among 300,000 | AID 2097;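 active = more than half of replicate wells score below -50%, meaning over 50% inhibition versus plate controls; inconclusive = some replicates but at most half score below -50%; inactive = no replicate scores below -50%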;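 note: 0% = median DMSO wells and -100% = median GW8510 positive control wells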
Target sequence (P49841 whole entry, looked up): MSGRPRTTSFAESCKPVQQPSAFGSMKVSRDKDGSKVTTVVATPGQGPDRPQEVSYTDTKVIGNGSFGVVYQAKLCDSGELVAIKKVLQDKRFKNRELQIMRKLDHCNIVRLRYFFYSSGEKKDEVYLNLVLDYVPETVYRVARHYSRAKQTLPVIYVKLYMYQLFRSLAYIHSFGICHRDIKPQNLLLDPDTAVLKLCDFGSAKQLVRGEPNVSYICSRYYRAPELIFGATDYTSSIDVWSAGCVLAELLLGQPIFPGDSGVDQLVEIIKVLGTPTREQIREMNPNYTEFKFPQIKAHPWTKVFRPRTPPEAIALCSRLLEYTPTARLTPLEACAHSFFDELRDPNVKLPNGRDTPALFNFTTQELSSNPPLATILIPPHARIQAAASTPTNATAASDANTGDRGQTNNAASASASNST
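Test system – GST-tagged human GSK3beta kinase, cell-free · Incubation – 60 min enzyme reaction, room temperature · Signal – ADP-Glo luminescence · Also added – peptide substrate and ATP at 25 µM · Controls – DMSO neutral wells and GW8510 at 20 µM as positive · Buffer or medium – Tris/MgCl2 kinase buffer · Measure – Luminescence-derived activity versus plate DMSO and GW8510 wells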
KLF5 inhibitor = inhibitors of KLF5 expression. inhibition, % at 5 µM. hit rate 0.23% among 290,000. DLD-1 KLF5 promoter-luciferase reporter, luminescence. AID 1700;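 active = inhibition above a per-plate limit of that plate's mean compound inhibition plus 3 SD, cut at about 60% in these data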;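 note: 0% = DMSO wells and 100% = LY294002 at 200 µM; higher means less KLF5 promoter-driven luciferase light; inactives centre near -14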
Platelet DG rel = platelet dense granule release activity | human platelet-rich plasma, SFLLRN dense granule ATP release, luminescence | inhibition, %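 (compounds screened at 7.5 µM in platelet-rich plasma)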 | hit rate 0.22% among 300,000;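 active = mean replicate score, as percent of positive control, at or above 50; inconclusive = mean below 50 but at least one replicate at or above 50; inactive = mean and every replicate below 50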
HSP90 inh = inhibitors of HSP90 luciferase refolding in rabbit reticulocyte lysate. luciferase refolding luminescence, 3 h. inhibition, % at 5.6 µM. hit rate 0.91% among 290,000;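 active = inhibition above the screen-wide mean plus 3 SD, computed separately per campaign, cut at about 16% in these data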;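 note: 0% = DMSO wells and 100% = 60 µM geldanamycin wells; inhibitors lower the luminescence because luciferase stays unfolded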
IEC-6 cytotox = counter-screen for KLF5 inhibitors: cytotoxicity in IEC-6 cells; inhibition, % at 5 µM; IEC-6 cytotoxicity, luminescence viability; hit rate 0.78% among 290,000; in the data active = inhibition above about 22%;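 note: 0% = plate median of test compound wells and 100% = cytotoxic reference compound wells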
aSyn UTR inh = MLPCN primary screen, SNCA 5' untranslated region; alpha-synuclein 5'UTR reporter, inhibitor activity; inhibition, % (tested at 7.5 µM); hit rate 0.82% among 300,000; in the data active = inhibition above about 60%; inconclusive = no clear call, values can overlap the other calls;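 note: H4 neuroglioblastoma cells stably carrying SNCA 5'UTR luciferase fusion; 0% = DMSO wells and 100% = positive control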
Dyrk1A ADPGlo = inhibitors of rat Dyrk1A kinase | Q63470 | ADP-Glo luminescence, NFATc1 peptide | inhibition, % at 12.5 µM | hit rate 0.43% among 310,000; in the data active = inhibition above about 50%;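 note: plate controls were vehicle with enzyme for no effect and no enzyme for full effect; many of its hits are not listed in these tables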
GSK3 alpha inh = blocks human GSK-3 alpha kinase; ADP-Glo luminescence, 60 min; P49840; inhibition, % at 10 µM; hit rate 0.1% among 320,000;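 in the data active = inhibition above about 50%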;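 note: GST-tagged GSK-3 alpha with peptide substrate and 25 µM ATP; 0% = DMSO neutral wells and 100% = GW8510 positive control wells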
Target sequence (P49840 whole entry, looked up): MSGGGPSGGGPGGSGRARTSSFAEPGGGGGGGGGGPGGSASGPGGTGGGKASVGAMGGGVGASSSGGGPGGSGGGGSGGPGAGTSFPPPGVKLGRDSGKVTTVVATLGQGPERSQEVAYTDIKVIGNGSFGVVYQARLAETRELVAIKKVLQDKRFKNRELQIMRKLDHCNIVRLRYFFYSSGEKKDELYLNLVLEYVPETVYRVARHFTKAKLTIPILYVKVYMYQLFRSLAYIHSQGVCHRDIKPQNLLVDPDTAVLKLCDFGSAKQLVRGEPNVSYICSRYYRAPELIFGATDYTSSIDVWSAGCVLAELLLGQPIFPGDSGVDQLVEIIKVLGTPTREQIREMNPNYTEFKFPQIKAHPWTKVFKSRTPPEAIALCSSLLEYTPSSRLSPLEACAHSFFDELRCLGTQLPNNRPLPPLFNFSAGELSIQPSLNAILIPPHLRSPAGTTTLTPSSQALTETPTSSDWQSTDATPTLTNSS
* marks the source's active call; other numbers are inactive results; ? = inconclusive; . = not tested or not shown. This is a subset, so the mix of outcomes need not match the whole.

SMILES	HSF1 inh	HSF1 activator	GSK3beta inhib	KLF5 inhibitor	Platelet DG rel	HSP90 inh	IEC-6 cytotox	aSyn UTR inh	Dyrk1A ADPGlo	GSK3 alpha inh
CC1(C)Cc2c(c(N3CCOCC3)nc3sc(-c4ccc(C(=O)O)o4)c(N)c23)CO1	-9	4	1	-22	11	3	-1	16	7	0
CCCNC(=O)Cc1c(C)n(C(=O)c2ccc(Cl)cc2)c2ccc(OC)cc12	-2	5	0	-3	0	-3	5	0	-3	-4
CCCc1cc(C(=O)N2CCCC(Cc3ccccc3C)(C(=O)OCC)C2)no1 (stereo not drawn)	0	2	4	-2	10	-4	-5	17	1	-1
CC1(c2cccs2)CC(c2cccs2)=C(C#N)C(=O)N1 (stereo not drawn)	19	?	-8	16	-1	-2	-4	24	-2	-1
COCC(C)n1c(SCC(=O)c2cc(C)n(C)c2C)nc2ccccc2c1=O (stereo not drawn)	-1	-10	1	-7	10	-4	-1	16	-3	.
CCCc1nc2oc3c(NCC(C)O)ncnc3c2c2c1CCCC2 (stereo not drawn)	-1	24	-4	2	0	-1	-4	39	.	2
CCC(C)C1NC(=S)N(Cc2ccccc2)C1=O (stereo not drawn)	9	0	0	-12	-3	1	1	-4	2	1
Cn1c2ccccc2c2cc(/C=N/NC(=O)c3ccc(N)cc3)ccc21	4	18	-2	-43	17	3	2	-23	-5	1
CCOCCCNS(=O)(=O)c1ccc(NC(=O)c2ccc(OC)c([N+](=O)[O-])c2)cc1	-4	4	0	-8	3	4	-1	13	1	-1
COc1ccc(C(=O)C[n+]2cccc(Br)c2)cc1	0	-6	3	-9	21	-2	4	-39	.	3
COc1ccccc1NC(=O)c1c(Nc2ccccc2F)sc(C(=O)Nc2cccc(Cl)c2)c1N	4	18	-1	17	-13	7	2	-61	-3	-1
Cc1cc(=S)cc(C)n1CCO	-4	-1	1	-9	-1	-2	-4	1	1	.
NC(=O)c1sc2nccc(Nc3ccccc3)c2c1N	-20	-22	-9	-5	-5	-1	-1	-1	49	29
CC(C)NC1CS(=O)(=O)CC1O (stereo not drawn)	-7	-13	-9	-34	9	1	9	5	15	0
Cn1c(SCC(=O)NCCc2ccccc2)ncc(C(=O)Nc2ccc(F)cc2)c1=O	1	3	-6	.	3	.	.	26	-8	-1
Cc1cc(Cl)ccc1NC(=S)N1CCN(C(=O)C2CCCO2)CC1 (stereo not drawn)	-1	6	0	-10	-4	-5	-7	10	-1	0
COC(=O)C(C)(C)ONC(=O)Nc1ccc([N+](=O)[O-])cc1	-3	7	0	-9	12	-3	5	-12	-3	2
COc1ccc2c(c1)NC(C)(C)C=C2C	-8	-4	0	-23	0	9	-4	-2	-2	-1
Cc1noc(C)c1C(=O)OCC(=O)c1c(N)n(CC(C)C)c(=O)n(C)c1=O	7	12	-2	-3	-1	-2	6	12	2	0
CN(CCc1ccccn1)C(=O)Nc1cccc(Cl)c1	5	3	3	-36	-9	-3	-2	-15	-7	6
CCn1cnc2sc(C(=O)N3CCN(Cc4ccc5c(c4)OCO5)CC3)c(C)c2c1=O	-10	-12	2	-13	2	1	4	18	.	1
O=C(Cn1cc2c(n1)CCCC2)NCC1CCCO1 (stereo not drawn)	-2	-6	-3	-34	10	-3	-3	13	1	-4
CCc1sc(C(=O)Nc2ncccc2O)cc1C	20	21	-2	-33	9	22*	-2	34	16	.
CC(Oc1ccccc1)C(=O)N1CCC2(CC1)CC(=O)c1ccccc1O2 (stereo not drawn)	0	-1	-4	.	-21	.	.	10	16	-1
COCc1cc(C)nc(SCC[N+](C)(C)CC(=O)Nc2ccccc2)c1C#N	-4	-11	-1	-32	19	2	-1	19	.	4
Cc1nn(C)c(C)c1CCC(=O)N1CCCC(N2CCN(c3ccc(F)cc3)CC2)C1 (stereo not drawn)	-1	8	0	-7	5	2	0	19	-5	1
O=C(O)CCS(=O)(=O)Cc1cccc(Cl)c1	-10	1	.	-10	2	1	-2	19	4	-3
Cc1cccc(C(=O)Nc2cc(NC(=O)c3cccs3)ccc2C)c1	-9	23	.	-12	-8	2	3	1	8	0
Cc1ccc(N(C(=O)c2ccc(S(=O)(=O)N3CCOCC3)cc2)C2C=CS(=O)(=O)C2)cc1 (stereo not drawn)	-2	5	0	2	0	0	3	0	-4	1
O=C(NCCCN1CCOCC1)c1ccc(CSc2ccc(Cl)cc2)cc1	9	5	2	-22	-4	-1	-4	-9	5	1

Looked up above.
COCc1cc(C)nc(SCC[N+](C)(C)CC(=O)Nc2ccccc2)c1C#N – GSK3 alpha inh: 4
Cc1noc(C)c1C(=O)OCC(=O)c1c(N)n(CC(C)C)c(=O)n(C)c1=O – HSF1 activator: 12
O=C(Cn1cc2c(n1)CCCC2)NCC1CCCO1 (stereo not drawn) – aSyn UTR inh: 13
Cc1ccc(N(C(=O)c2ccc(S(=O)(=O)N3CCOCC3)cc2)C2C=CS(=O)(=O)C2)cc1 (stereo not drawn) – aSyn UTR inh: 0
CC(Oc1ccccc1)C(=O)N1CCC2(CC1)CC(=O)c1ccccc1O2 (stereo not drawn) – Dyrk1A ADPGlo: 16

The list goes on.
SMILES	HSF1 inh	HSF1 activator	GSK3beta inhib	KLF5 inhibitor	Platelet DG rel	HSP90 inh	IEC-6 cytotox	aSyn UTR inh	Dyrk1A ADPGlo	GSK3 alpha inh
CCCCCn1c(N)c(-c2nc3ccccc3s2)c2c([N+](=O)[O-])nn(C)c(=O)c21	7	6	0	7	4	-4	-5	1	2	0
O=C(N/N=C/c1ccc2c(c1)OCO2)C(=O)Nc1ccccc1Cl	.	.	0	-27	.	-4	-6	.	0	.
O=S(=O)(N/N=C\c1cn(-c2ccccc2)nc1-c1ccccc1)c1ccccc1	19	22	3	-8	6	-4	-2	-7	14	1
CCCc1nnc(SCC(=O)NC2CC2)n1C	-2	-15	1	-3	12	-4	-3	5	-1	2
Cc1cccc(-c2nn(-c3ccccc3)cc2C(=O)Nc2cccc(S(=O)(=O)NC3=NCCC3)c2)c1	21	34	1	.	3	.	.	-29	13	0
O=C(Nc1cccc(S(=O)(=O)N2CCCCCC2)c1)c1ccc2c(c1)OCO2	-11	-14	0	-22	-5	-3	1	-6	6	-2
CC(C)OC(=O)c1nnn(-c2nonc2N)c1CSc1ccccn1	8	8	2	-14	10	1	5	0	4	26
CCOC(=O)C1=C(C)N=C2SC(C)C(=O)N2C1c1ccccc1 (stereo not drawn)	3	47	-3	-13	9	-2	-1	16	.	-1
C1=CCC(CN2CCN(C3CCCCCC3)CC2)CC1 (stereo not drawn)	0	7	0	-46	11	8	-9	-22	.	-1
O=C(NNC(=O)C1CCCC1)c1ccc(F)cc1	-10	11	.	9	-4	2	-2	-8	-4	-2
CC1=NOC(=O)/C1=C/c1ccc(O)c(Br)c1	-3	11	1	-17	7	4	2	6	-5	-4
CC(CC(=O)N1CCN(S(=O)(=O)c2ccc(Cl)cc2)CC1)n1cncn1 (stereo not drawn)	-2	-2	2	-20	-3	0	6	-7	-4	-1
COC(=O)c1[nH]c2ccc(F)cc2c1NC(=O)Nc1ccc(OC)cc1	-5	-12	-1	-51	18	-3	-5	22	-7	0
CC(=O)Nc1cc2c(cc1NC(=O)Cn1nc(-c3ccc(F)cc3)ccc1=O)OCCO2	-8	-9	2	-8	-5	-1	-6	-2	5	-1
Cc1nc(SCC(=O)N(C)C2CCCCC2)[nH]c(=O)c1Cc1ccccc1	0	6	0	-26	1	6	-3	8	-5	-1

A section from further up, as a working copy:
SMILES	HSF1 inh	HSF1 activator	GSK3beta inhib	KLF5 inhibitor	Platelet DG rel	HSP90 inh	IEC-6 cytotox	aSyn UTR inh	Dyrk1A ADPGlo	GSK3 alpha inh
CC(CC(=O)N1CCN(S(=O)(=O)c2ccc(Cl)cc2)CC1)n1cncn1 (stereo not drawn)	-2	-2	2	-20	-3	0	6	-7	-4	-1
COC(=O)c1[nH]c2ccc(F)cc2c1NC(=O)Nc1ccc(OC)cc1	-5	-12	-1	-51	18	-3	-5	22	-7	0
CC(=O)Nc1cc2c(cc1NC(=O)Cn1nc(-c3ccc(F)cc3)ccc1=O)OCCO2	-8	-9	2	-8	-5	-1	-6	-2	5	-1
Cc1nc(SCC(=O)N(C)C2CCCCC2)[nH]c(=O)c1Cc1ccccc1	0	6	0	-26	1	6	-3	8	-5	-1

Other results follow:
SMILES	HSF1 inh	HSF1 activator	GSK3beta inhib	KLF5 inhibitor	Platelet DG rel	HSP90 inh	IEC-6 cytotox	aSyn UTR inh	Dyrk1A ADPGlo	GSK3 alpha inh
CCCNC(=O)CN1C(=O)NC(CCSC)C1=O (stereo not drawn)	-1	-2	-1	-12	6	-1	2	6	5	0
CC(N=c1ccccn1C(=O)Nc1ccc(Cl)cc1)c1ccco1 (stereo not drawn)	14	17	3	-51	4	-5	-2	-121	.	3
COc1ccc(CCC(=O)OCC(=O)Nc2ccc(C)c(S(=O)(=O)N(C)C)c2)cc1	2	-9	4	17	-12	0	0	1	-5	2
CCOC(=O)c1c(NC(=S)N2CCOCC2)sc(C)c1C	-5	-3	-1	-1	-2	-2	-4	-2	3	-3
N#Cc1c2c(c(NCc3cccnc3)n3c1nc1ccccc13)CCC2	1	21	-3	-17	0	-1	-7	3	5	3
CCN(CC)S(=O)(=O)c1ccc(C(=O)N2CCCCC2)cc1	-15	-4	3	-27	-1	-2	-2	-4	2	-2
Cc1cc(C(=O)Nc2sc(C)c(C)c2C#N)no1	-3	12	2	-65	8	-3	1	-170	-7	1
CCc1sc(N)nc1-c1ccccc1	-2	18	2	7	3	0	-3	18	-4	.
O=C(c1cc2ccccc2oc1=O)N(c1ccccc1)C1C=CS(=O)(=O)C1 (stereo not drawn)	1	1	2	2	13	-2	-2	-102	-4	2
COc1cc(C2C(C#N)=C(N)N(N(C)C)C3=C2C(=O)CCC3)cc(OC)c1OC (stereo not drawn)	-7	0	-2	3	5	2	7	-7	0	0
O=C(CN(Cc1ccccc1)C(=O)CNS(=O)(=O)c1ccc(F)cc1)NCc1ccco1	1	24	-2	-19	7	3	0	-10	2	-1
CN(Cc1ccno1)Cc1cn(Cc2ccccc2)nc1-c1ccc2c(c1)OCO2	11	18	-1	-33	10	-2	0	2	9	0
